VHR inh color: VHR1 phosphatase inhibitors, primary screen, biochemical, colorimetric, HTS; Dual specificity protein phosphatase 3 (Homo sapiens), P51452; recombinant VHR phosphatase, colorimetric substrate read-out; inhibition, % at 20 µM; 0.7% of 50,000 active; in the data active means inhibition above about 60%; further: some results filed as inactive read as strong as hits
Target sequence (P51452 whole entry, looked up): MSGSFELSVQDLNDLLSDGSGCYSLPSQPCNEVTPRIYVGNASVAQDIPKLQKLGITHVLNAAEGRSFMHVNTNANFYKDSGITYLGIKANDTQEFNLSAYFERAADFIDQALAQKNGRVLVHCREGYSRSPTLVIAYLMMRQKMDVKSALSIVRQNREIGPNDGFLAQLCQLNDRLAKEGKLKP
* marks the source's active call; other numbers are inactive results.

SMILES,VHR inh color
CCN(CC)CCOc1ccc(Cl)c(C)c1,-7
O=[N+]([O-])c1cccc(C2CC(c3ccccc3)=NN2c2ccccc2)c1 (stereo not drawn),51
O=C(Nc1c(Cl)cccc1Cl)c1ccccc1[N+](=O)[O-],6
CCCNc1nc(OCC(F)(F)F)nc(OCC(F)(F)F)n1,6
COc1cccc(C(=O)NCC2CCCO2)c1 (stereo not drawn),-15
CCOC(=O)COc1cc(Br)c(/C=c2\sc3nc4ccccc4n3c2=O)cc1OC,-1
O=C(NCCc1cccc(Cl)c1)c1ccccc1Cl,-14
COc1ccccc1C(=O)Nc1ccc(C)cc1[N+](=O)[O-],-8

Some of the entries so far, field by field:
COc1cccc(C(=O)NCC2CCCO2)c1 (stereo not drawn)
- VHR inh color: -15

CCOC(=O)COc1cc(Br)c(/C=c2\sc3nc4ccccc4n3c2=O)cc1OC
- VHR inh color: -1

O=C(NCCc1cccc(Cl)c1)c1ccccc1Cl
- VHR inh color: -14

COc1ccccc1C(=O)Nc1ccc(C)cc1[N+](=O)[O-]
- VHR inh color: -8

New compounds follow
SMILES,VHR inh color
O=C(Nc1ccc(-c2ccc(NC(=O)c3ccccc3Cl)cc2)cc1)c1ccccc1Cl,-3
Cc1cc[n+](CC(=O)OC23CC4CC(CC(C4)C2)C3)cc1,-16
CCN(CC)c1ccc(C(=O)NCc2ccco2)cc1,-26
O=C(/C=C/c1ccc(F)cc1)n1cnc2ccccc21,-17
Cc1ccc2c(c1)N(C(=O)c1ccco1)C(C)(C)c1ssc(=S)c1-2,16
Cc1ccc(OCCn2ccnc2)cc1,-8
COC(=O)c1sc(NC(=O)COc2ccc3ccccc3c2)c(C(N)=O)c1C,97*
Cc1cccc2c1N(C(=O)c1ccco1)C(C)(C)c1ssc(=S)c1-2,-14

SMILES,VHR inh color
COc1ccc(Br)cc1CN1CCN(S(C)(=O)=O)CC1,-20
O=C(COc1ccc(Br)cc1)NC12CC3CC(CC(C3)C1)C2,-14
Cn1c(O)c(N=NC(=O)COc2ccc3ccccc3c2)c2cc(Br)ccc21,-2
C=CCNC(=O)C1(c2ccccc2)CC1(Cl)Cl (stereo not drawn),-5
COc1ccccc1C(=O)NCC(=O)O,-21
O=C(N=Nc1c(O)[nH]c2ccccc12)c1ccccn1,-20
CCOC1(c2ccccc2)c2ccccc2Oc2ccccc21,-8
Cc1ccc(CC2CC(=O)N(c3ccc(F)cc3)C2=O)cc1 (stereo not drawn),-15

SMILES,VHR inh color
COc1ccc(NC(=O)C(=O)NCCN2CCN(C(=O)c3ccccc3Cl)CC2)cc1,-2
CC1(CC(=O)N/N=C/c2cc(Br)c(O)cc2O)OCCO1,-19
O=C1C2C3C=CC(C2C(=O)N1c1ccccc1)C1C(=O)N(c2ccccc2)C(=O)C31 (stereo not drawn),16
O=C(Nc1ccc(I)cc1Cl)c1ccc2ccccc2c1,1
O=C(CCCN1C(=O)/C(=C\c2cccs2)SC1=S)Nc1ccc(F)c(Cl)c1,6
Cc1cccc(C(=O)Nc2sc3c(c2C(=O)NCc2ccco2)CCC(C)C3)c1 (stereo not drawn),-41
CN(C)c1ccc(NS(=O)(=O)c2ccc(N3C(=O)c4ccccc4C3=O)cc2)cc1,88
COc1ccc(C2CC(C(F)(F)F)n3ncc(C(=O)Nc4ccccc4SC)c3N2)cc1 (stereo not drawn),-13

SMILES,VHR inh color
O=C(Nc1ccc(F)cc1)C1CC1(c1ccccc1)c1ccccc1 (stereo not drawn),0
COc1ccc(OCC(=O)N/N=C/c2ccc(OC)c(Br)c2)cc1,-12
CCOC(=O)c1c(C)oc2ccc(OCC(=O)c3ccc(Br)cc3)cc12,-1
CCOC(=O)c1ccc(-n2c(-c3ccco3)nc3ccccc3c2=O)cc1,-37
O=C(NCc1ccco1)N1CCCCC1,-18
Cn1c(=O)c(C(=O)Nc2ccccc2O)c(O)c2ccccc21,-1
CCOc1ccc(N2C(=O)NC(=O)/C(=C\c3cc(OC)c(OC)cc3[N+](=O)[O-])C2=O)cc1,12
O=C(COc1ccc(/C=N/NS(=O)(=O)c2ccccc2)cc1)Nc1ccc(F)cc1,1

SMILES,VHR inh color
Cc1nn(C(=O)c2ccncc2)c(C)c1Sc1ccc(Br)cc1,-6
COc1ccc(OC)c(NC(=O)COc2ccc(Cl)c(C)c2)c1,28
CCOC(=O)c1ccccc1NC(=O)CN(c1ccc(OC)cc1)S(=O)(=O)c1ccc(C)cc1,-24
CC(=O)c1nc2cc([N+](=O)[O-])ccc2n1Cc1ccccc1,-31
COc1ccc(S(=O)(=O)N2CCN(Cc3ccccc3Br)CC2)cc1,7
Oc1ccc(/C=N/Nc2nncc(-c3ccccc3)n2)c(O)c1,-27
COC(=O)c1ccc(NC(=S)NC(=O)CCN2C(=O)c3ccccc3C2=O)cc1,0
COc1ccc(/C=N\NC(=O)CNc2ccc(C)cc2)cc1Br,0

SMILES,VHR inh color
CCOC(=O)c1ccc(N2C(=O)C3C4C=CC(C4=C(C)C)C3C2=O)cc1 (stereo not drawn),-17
COCC(O)CS(=O)(=O)Cc1ccc(Cl)cc1 (stereo not drawn),5
O=C1NC(=S)N/C1=C/c1ccccn1,43
COc1ccc(/C=C2\N=C(c3ccccc3I)OC2=O)cc1,12
O=C(Nc1ccccc1O)c1ccc2c(c1)C(=O)N(c1ccc(Cl)cc1)C2=O,-22
Cc1cc(NC(=O)CCN2C(=O)/C(=C/c3ccccc3)SC2=S)no1,-30
COc1cc(Br)c(C2C3=C(CC(C)(C)CC3=O)OC3=C2C(=O)CC(C)(C)C3)cc1OC,-24
COc1ccc(N=C2C(=O)Nc3ccc(C)c(Br)c32)cc1,-7

SMILES,VHR inh color
O=C(CSc1ncn[nH]1)Nc1ccccc1F,-12
CCOC(=O)c1c(-c2ccccc2)nn(-c2ccccc2)c1C,-16
O=C(c1cccnc1)N1CCN(C(=O)C(c2ccccc2)c2ccccc2)CC1,-6
O=S(=O)(Nc1ccc(O)c(-c2c(O)ccc3ccccc23)c1)c1ccccc1,-24
O=C(c1nn2c(c1Br)NC(c1cccs1)CC2C(F)(F)F)N1CCCc2ccccc21 (stereo not drawn),2
COc1cc(NC(=O)Cc2ccc(Cl)cc2)cc(OC)c1,-2
Cc1ccccc1-n1c(C)cc(C=O)c1C,1
O=C1c2cccc3c4ccccc4n(c23)C(=O)C1(O)O,90*

SMILES,VHR inh color
CC1=NN(c2ccccc2)C(O)(C(F)(F)F)C1 (stereo not drawn),-5
CCOc1ccc(N2C(=O)/C(=C/c3cc(OC)c(OC)c(OC)c3)SC2=S)cc1,-1
Nc1ccc(O)c2c1C(=O)c1c(N)ccc(O)c1C2=O,9
CCc1c(C)sc(NC(=O)C2CCCCC2C(=O)O)c1C(N)=O (stereo not drawn),0
CC(C)C1S/C(=N/N=C/c2ccco2)NC1=O (stereo not drawn),13
N#C/C(=C\c1ccc(-c2ccc(Cl)c(C(=O)O)c2)o1)C(=O)NCC1CCCO1 (stereo not drawn),6
COc1ccc(OC)c(N(CC(=O)NCc2ccco2)S(=O)(=O)c2ccccc2)c1,-6
CN1CCN(C2=C(Cl)C(=O)N(c3ccc(Br)cc3)C2=O)CC1,-12

SMILES,VHR inh color
CS(=O)(=O)N(Cc1ccccc1)c1ccc(C(=O)Nc2ccc(Oc3ccccc3)cc2)cc1,-28
CCOc1ccc(NC(=O)c2c(NC(=O)C(C)(C)C)sc3c2CCCC3)cc1,13
COc1cc(NC(=O)c2ccc(-c3ccc([N+](=O)[O-])cc3C)o2)ccc1NC(=O)c1ccco1,-4
Cc1ccc(OCC(=O)Nc2cc(C(=O)O)cc(C(=O)O)c2)cc1C,-12
C=CCOCC(O)CSCCCC (stereo not drawn),5
CC(C)C(C(=O)O)N1C(=O)/C(=C/c2ccc(N(C)C)cc2)SC1=S (stereo not drawn),45
Cc1ccc(-n2nc3ccc(NC(=S)NC(=O)c4ccco4)cc3n2)cc1,-25
CCC(C)c1ccc(NC(=O)Cc2ccccc2OC)cc1 (stereo not drawn),-53

SMILES,VHR inh color
CC(C)(C#CCN1CCCC1)OCCC#N,-6
COc1ccc(NC(=O)C2CN(S(=O)(=O)c3ccccc3)CCN2S(=O)(=O)c2ccccc2)c(OC)c1 (stereo not drawn),-55
N#C/C(=C/c1ccc(O)c([N+](=O)[O-])c1)C(=O)Nc1cccc(Br)c1,-10
O=C(O)C1CC=CCC1C(=O)N1CCN(c2ccccc2)CC1 (stereo not drawn),-25
CC(C)(C)c1ccc(-c2nc3ccccc3[nH]2)cc1,2
Brc1ccc(-c2nc(-c3ccncc3)no2)cc1,-12
COc1ccccc1OCCn1cc(/C=C2/C(=O)NC(=O)N(c3ccccc3)C2=O)c2ccccc21,12
c1ccc(-c2noc(-c3ccc4ccccc4c3)n2)cc1,-55

As a working copy, some entries already given:
SMILES,VHR inh color
N#C/C(=C/c1ccc(O)c([N+](=O)[O-])c1)C(=O)Nc1cccc(Br)c1,-10
O=C(O)C1CC=CCC1C(=O)N1CCN(c2ccccc2)CC1 (stereo not drawn),-25
CC(C)(C)c1ccc(-c2nc3ccccc3[nH]2)cc1,2
Brc1ccc(-c2nc(-c3ccncc3)no2)cc1,-12
COc1ccccc1OCCn1cc(/C=C2/C(=O)NC(=O)N(c3ccccc3)C2=O)c2ccccc21,12
c1ccc(-c2noc(-c3ccc4ccccc4c3)n2)cc1,-55

Following part
SMILES,VHR inh color
Cc1ccccc1NC(=O)C(=O)NCCCN1CCOCC1,-15
CC(=O)Nc1ccc(N=Cc2ccc([N+](=O)[O-])s2)cc1,0
O=C(CC1Nc2ccccc2NC1=O)Nc1ccc(Br)cc1 (stereo not drawn),-4
CCNC(=S)NNC(=O)CCn1c2ccccc2c2ccccc21,-22
CCC(Sc1nc2ccccc2s1)C(=O)Nc1cccc2ccccc12 (stereo not drawn),-9
CCOC(=O)c1c(NC(=O)/C=C/c2cc(OC)ccc2OC)sc2c1CCC2,-22
CC(=O)N(C)c1ccc(NC(=S)Nc2ccc(F)cc2)cc1,0
CC12CC3CC(C)(C1)CC(C(=O)Nc1ccc([N+](=O)[O-])cc1)(C3)C2,-4

SMILES,VHR inh color
O=C(/C=C/Nc1ccccn1)c1ccc(Br)cc1,-11
COC(=O)c1ccc(OCC(O)CN(Cc2ccccc2)Cc2ccccc2)cc1 (stereo not drawn),-9
O=C(COc1ccccc1[N+](=O)[O-])Nc1ccc2oc(-c3cccc(Br)c3)nc2c1,-6
COc1ccccc1NC(=O)C1=C(C)NC(=O)NC1c1ccccc1Cl (stereo not drawn),-1
C/C(=C\C(=O)c1ccc(Cl)cc1)Nc1cc(C)ccc1Cl,-5
NC1=NC(=O)/C(=C\c2ccc(-c3cccc(Cl)c3)o2)S1,13
COc1ccc(/C=C/C(=O)c2ccc(Cl)cc2)cc1,97
CCCC(C)NC(=O)c1ccc(Cl)cc1 (stereo not drawn),-9

SMILES,VHR inh color
O=C(N/N=C/c1cccs1)c1ccc([N+](=O)[O-])cc1Cl,-19
Cc1cc(/C=C2/NC(=O)NC2=O)c(-c2ccccc2)n1-c1ccccc1,6
CC(=O)N1CC[C@@]2(O)CCCC[C@@H]2[C@H]1c1ccccc1,-14
COc1ccccc1NC(=O)C(=O)NCCO,5
N#C/C(=C\c1ccc(-c2ccccc2)o1)C(=O)N1CCCCCC1,-1
COc1cccc(N2C(=O)CC(Sc3nc4ccccc4s3)C2=O)c1 (stereo not drawn),-5
Cc1cc(C(=O)N/N=C(\CCC(=O)O)c2ccccc2)n[nH]1,-4
COc1cc(C=Nc2ccc(Nc3ccccc3)cc2)cc(Br)c1O,8

SMILES,VHR inh color
O=C(/C=C/c1ccco1)N1CCN(c2cccc(Cl)c2)CC1,95
Cc1cccc(C)c1OCC(=O)Nc1sc2c(c1C(N)=O)CCC2,2
Cc1cc(=O)n(-c2nc(-c3ccccc3)cc(-c3ccc(Br)cc3)n2)[nH]1,25
CCOc1cc(C2NC(=O)NC(C)=C2C(=O)Nc2ccc(Cl)cc2)ccc1O (stereo not drawn),-7
COc1ccc2c(c1)c(/C=C/c1nc3ccccc3c(=O)n1-c1ccccc1OC)c(C)n2C,10
CCOC(=O)C(Nc1cccc(F)c1)c1ccccc1 (stereo not drawn),-34
COc1cccc(Nc2c([N+](=O)[O-])c(=O)n(C)c3ccccc23)c1,-8
CC1(C)CC(=O)C2=C(C1)Nc1ccccc1NC2c1c(F)cccc1Cl (stereo not drawn),-9

SMILES,VHR inh color
CCOC(=O)c1c(NC(=O)c2ccco2)sc(C(=O)Nc2cc(C(F)(F)F)ccc2Cl)c1C,-17
Cc1ccc(C(=O)N2CCN(C(=O)CN3CCCC3)C2)cc1,-5
Cc1ccc(Cl)c(OCCCCN2CCOCC2)c1,5
O=C(/C=C/Nc1ccccc1NS(=O)(=O)c1ccc([N+](=O)[O-])cc1)c1ccc2c(c1)OCO2,-4
Cc1cc(C)nc(/N=C(/N)Nc2ccc(S(=O)(=O)Nc3nccc(C)n3)cc2)n1,-22
COc1cc(C2Nc3ccc(C(=O)c4ccccc4)cc3NC3=C2C(=O)CCC3)ccc1O (stereo not drawn),14
O=C(CSc1nnc(-c2cccs2)n1-c1ccccc1)c1ccccc1,-13
CCCCCCCCNc1nc(OC)nc(OC)n1,104

SMILES,VHR inh color
Cc1ccc(-c2nnc(SCC(=O)OC(C)C)o2)cc1,4
CCC1=NN2C(=N)/C(=C/c3ccc(F)cc3)C(=O)N=C2S1,-18
O=C(NCc1cccs1)c1nc2nc(-c3ccccc3)cc(C(F)(F)F)n2n1,-48
COc1ccc(N(CC(=O)Nc2ccc3ccccc3c2)S(C)(=O)=O)cc1,-2
CCOc1ccc(N(CC(=O)Nc2ccc(Br)cc2)S(=O)(=O)c2ccc(SC)cc2)cc1,-12

High-throughput results as filed in PubChem.

These rows are one share of the data (hit frequency here may not be typical).
